# GCN5L2 inh: blocks human GCN5L2 histone acetyltransferase; GCN5L2 HAT assay, ThioGlo1 CoA-SH fluorescence; Q92830; 390,000 compounds, 0.21% hits; Potency, µM (highest dose often 58.9 µM), without a hit: at the top dose activity change, negative = inhibition, actives largely listed as inhibitors
# Target sequence (Q92830 whole entry, looked up): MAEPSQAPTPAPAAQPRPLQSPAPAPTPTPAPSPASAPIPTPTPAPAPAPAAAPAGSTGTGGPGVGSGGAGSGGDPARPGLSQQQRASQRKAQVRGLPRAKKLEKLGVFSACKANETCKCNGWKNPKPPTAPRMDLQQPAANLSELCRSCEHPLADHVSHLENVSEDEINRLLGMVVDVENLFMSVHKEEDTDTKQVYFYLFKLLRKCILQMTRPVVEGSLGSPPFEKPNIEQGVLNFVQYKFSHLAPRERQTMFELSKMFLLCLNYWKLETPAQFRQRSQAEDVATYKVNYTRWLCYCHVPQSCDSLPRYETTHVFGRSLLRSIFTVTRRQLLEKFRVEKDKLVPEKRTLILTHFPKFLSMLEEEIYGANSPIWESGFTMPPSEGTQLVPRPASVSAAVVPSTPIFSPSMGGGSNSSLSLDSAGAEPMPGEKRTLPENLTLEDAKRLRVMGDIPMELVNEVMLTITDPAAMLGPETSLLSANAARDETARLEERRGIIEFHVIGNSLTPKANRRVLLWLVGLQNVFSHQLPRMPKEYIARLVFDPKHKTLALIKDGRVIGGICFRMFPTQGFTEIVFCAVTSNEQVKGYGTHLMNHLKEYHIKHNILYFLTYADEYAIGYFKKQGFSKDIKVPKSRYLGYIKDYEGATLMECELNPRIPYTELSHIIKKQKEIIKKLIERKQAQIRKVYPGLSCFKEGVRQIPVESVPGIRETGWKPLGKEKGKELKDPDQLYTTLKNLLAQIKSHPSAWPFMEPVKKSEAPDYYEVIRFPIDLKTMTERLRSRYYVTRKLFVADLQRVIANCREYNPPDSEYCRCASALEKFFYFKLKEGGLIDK
#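 Titration-based screen in which CoA formation is detected via maleimide probe ThioGlo1 (50uM) turning fluorescent on thiol reaction; substrates H3(1-25) 75uM and acetyl-CoA 70uM, GCN5L2 20nM, 20 min incubation at room temperature.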
# TDP1 cell CPT: growth inhibition of DT40 Tdp1-/-;hTDP1 cells with camptothecin (screen for TDP1 inhibitors); 420,000 compounds, 12% hits; Potency, µM (series often up to 46.2 µM), for inactives: top-dose activity change, negative = growth inhibition, hits mostly inhibitors; AID 686979; chicken DT40 Tdp1-/-;hTDP1 cells + 20 nM CPT, ATP luminescence, 48 h; also: nearly all actives have a fitted effect of over 55% in size
#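 Chicken DT40 Tdp1-/- cells complemented with human TDP1, 400 cells/well, exposed to compounds plus 20 nM camptothecin for at least 48 h at 37 C; viability read as ATP content by CellTiter-Glo luminescence.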
# TDP1 cell noCPT: qHTS for Inhibitors of human tyrosyl-DNA phosphodiesterase 1 (TDP1): qHTS in cells in absence of CPT. DT40 Tdp1-/- hTDP1 cells, no CPT, ATP luminescence, 48 h. Potency, µM (titrated, usually from 46.2 µM), inactives show at the top dose activity change, negative = growth inhibition, most hits filed as inhibitors. 420,000 compounds, 15% hits. AID 686978, 2013; also: nearly all actives have a fitted effect of over 55% in size
#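 Luminescent ATP content (CellTiter-Glo) served as the growth readout. Knockout chicken DT40 cells expressing human TDP1 were exposed to compounds without camptothecin for a minimum 48 hr at 37 °C.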
# Numbers without * were called inactive; ? = inconclusive; . = no result given; [ ] = remark or other dose. Calls follow the shape of the dose curve; as a rule, active = well fitted curve in the direction sought with a large enough effect; inconclusive = small, poorly fitted or top-dose-only effect, or another doubt; inactive = no such curve, though single readings can be large; an effect the other way counts as inactive or inconclusive. % is scaled to controls: 0 for no effect and ±100 for the full control effect; potency is read from the fitted curve at half-maximal effect.
SMILES,GCN5L2 inh,TDP1 cell CPT,TDP1 cell noCPT
NC(=O)CC(NC(=O)c1ccccc1)c1ccc(N2CCC(Cc3ccccc3)CC2)c([N+](=O)[O-])c1 (configuration not stated),-2.2%,7.31µM*,5.17µM*
C=CC[C@@H](CC(=O)N[C@H](CO)Cc1ccccc1)C(=O)N[C@@H](COC(=O)[C@@H](CC=C)CC(=O)OC(C)(C)C)Cc1c[nH]c2ccccc12,-0.6%,16.4µM*,?
CCOC(=O)c1c(NC(=O)c2cc(OCC)c(OCC)c(OCC)c2)sc2c1CCCCC2,7.3%,?,23.1µM*
CCOC(=O)c1ccc(NC(=O)C2CC2)cc1,-2.8%,8.2µM*,6.51µM*
COc1ccccc1NS(=O)(=O)c1cc(NC(=O)C(C)C)ccc1N1CCCCC1,-8.5%,?,?
CC(C)CN1CCC(=O)NC1=S,.,-9.7%,-1.1%
COc1cccc(NC(=O)Cn2cc(C(=O)c3ccc(F)cc3)c(=O)c3cc(OC)ccc32)c1,-0.7%,-2.1%,-15.9%
Cn1c(O)c(N=Nc2ccc(F)cc2)c2ccccc21,-13.9%,15.5%,-12.9%
CCOc1cc(/C=N/O)ccc1OCc1ccccc1F,-4.4%,2.3%,-23.7%
CC(C)(CNC(=O)c1ccc(S(=O)(=O)Nc2ccc(Cl)cc2)cc1)N1CCOCC1,1.7%,?,?
O=C(O)CCN(Cc1ccccc1)S(=O)(=O)c1c(Cl)cccc1Cl,-4.5%,-12.6%,12.7%
CC(C)(C)NC(=S)N/N=C/c1cccnc1,-1.9%,14.6µM*,25.9µM*

# The final 2 compounds of the part above come first, to join the parts:
SMILES,GCN5L2 inh,TDP1 cell CPT,TDP1 cell noCPT
O=C(O)CCN(Cc1ccccc1)S(=O)(=O)c1c(Cl)cccc1Cl,-4.5%,-12.6%,12.7%
CC(C)(C)NC(=S)N/N=C/c1cccnc1,-1.9%,14.6µM*,25.9µM*
Cc1ccc(S(=O)(=O)NCCc2nnc3ccc(SCC(=O)Nc4nc(C)cs4)nn23)cc1,-0.7%,-29.4%,-16.1%
CCN(Cc1ccccc1)C(=O)C(=O)c1cn(CC(=O)N2CCCC2)c2ccccc12,-19.5%,-15.2%,13.3%
CCn1nnnc1SCC(=O)c1cc(OC)ccc1OC,-5.5%,-4.8%,-27.6%
C[C@H](NC(=O)c1ccc2ccccc2c1)C(=O)N1CCC2(CC1)NCCc1[nH]cnc12,-4.1%,7.7%,-22.7%
COc1cccc(CNC(=O)C2CCC(=O)N(C3CC3)C2)c1OC (configuration not stated),-9.1%,-0.5%,10.2%
CCc1ccc(NC(=O)CC2C(=O)N(c3ccc(OC)cc3)C(=O)N2Cc2cccs2)cc1 (configuration not stated),-7.4%,?,?
O=C(NCC(=O)N1CC(O)CC1C(=O)N1CCCC1C(=O)OCc1ccccc1)OCc1ccccc1 (configuration not stated),-4.6%,?,-10.9%
CC(C)NC(=O)C1CCN(C(=O)c2cc3sccc3n2Cc2ccc(F)cc2)CC1,-5.7%[0.501 µM],6.51µM*,7.31µM*
COc1cccc(Cn2c(=O)c(C)nc3cnc(N4CCNCC4)nc32)c1,-9.0%,7.2%,?
Cc1ccc(OCC(=O)NCCNC(=O)c2cnccn2)cc1,-3.7%,-3.6%,-28.5%
O=C(CCNC(=O)c1ccccc1Cl)Nc1nnc(C2CC2)s1,-2.7%,3.8%,-12.6%
O=C(NCc1ccc(F)cc1)C1CCCN(S(=O)(=O)c2ccc(Br)s2)C1 (configuration not stated),-4.1%,?,?

# By substructure: those above with a Cl atom
SMILES,GCN5L2 inh,TDP1 cell CPT,TDP1 cell noCPT
CC(C)(CNC(=O)c1ccc(S(=O)(=O)Nc2ccc(Cl)cc2)cc1)N1CCOCC1,1.7%,?,?
O=C(O)CCN(Cc1ccccc1)S(=O)(=O)c1c(Cl)cccc1Cl,-4.5%,-12.6%,12.7%
O=C(CCNC(=O)c1ccccc1Cl)Nc1nnc(C2CC2)s1,-2.7%,3.8%,-12.6%

# Next part
SMILES,GCN5L2 inh,TDP1 cell CPT,TDP1 cell noCPT
COc1ccccc1S(=O)(=O)Cc1ccc(C(=O)NCCCN2CCN(c3ccc(F)cc3)CC2)o1,1.7%,?,?
O=C(CN1CCN(S(=O)(=O)c2ccccc2)CC1)NC(=O)NCc1ccco1,-9.2%,-20.8%,0.6%
Cc1cccc(OCC(=O)N(Cc2ccc(N(C)C)cc2)C2CCS(=O)(=O)C2)c1 (configuration not stated),-4.1%,-12.8%,-17.0%
O=C(c1cccnc1)N1N=C(C2CCCCC2)CC1(O)C(F)(F)F (configuration not stated),-8.8%,6.51µM*,8.2µM*
O=C(NC1CCCCC1)C(c1ccc(F)cc1)N(Cc1ccc2c(c1)OCO2)C(=O)c1cnsn1 (configuration not stated),-6.5%,?,?
COC(=O)c1cc(Br)c(=O)n(-c2ccc(F)cc2)c1,-4.1%,-7.0%,-14.8%
COc1ccccc1N1CCN(C(=O)CCS(=O)(=O)c2cc(Br)cc3c2N(C(=O)C2CC2)CC3)CC1,-1.3%,16.4µM*,?
Cc1ccc(NC(=O)CN(C)S(=O)(=O)c2ccc3c(c2)c(=O)n(C)c(=O)n3C)cc1,1.8%,6.3%,21.4%
O=C(CC[C@H]1O[C@@H](n2ccc(=O)[nH]c2=O)[C@H](O)[C@@H]1O)N[C@H](Cc1ccccc1)C(=O)NCc1ccc2c(c1)OCO2,.,-6.6%,8.4%
Cc1ccc(S(=O)(=O)Nc2ccc3c(c2)ncn3C(C)(C)C)cc1,-0.4%,?,?
Cc1ccc(NC(=O)c2c3c(nc4ccccc24)C(=O)N(C2CCCCC2)C3)cc1F,-0.4%,8.2µM*,11.6µM*
Cc1nc(-c2ccc(F)cc2)c(CC(=O)Nc2cc(S(=O)(=O)N3CCCCC3)ccc2C)s1,-5.7%,?,?
CC1=CC(=O)C=CC1(C)C(Cl)(Cl)Cl (configuration not stated),-0.4%,-0.3%,-24.0%
CC1=C(C(=O)OCc2ccccc2)C(c2cccc([N+](=O)[O-])c2)NC(=O)N1C (configuration not stated),-2.7%,-9.3%,-2.0%
COC(=O)[C@@]12C[C@@H](CC(=O)NCCCCc3ccccc3)C(=O)N(Cc3ccco3)C1=CCC(C)(C)C2,.,16.4µM*,?
COc1ccc(CNC(=O)Cn2ccc3cc(S(=O)(=O)N4CCCC4)ccc32)c(OC)c1,-11.7%,-28.9%,?
O=C1NCC(COCc2ccccc2)O1 (configuration not stated),-0.5%,-5.7%,-4.8%
COCCNC(=O)c1ccc(Cn2c(SCC(=O)NCC3CCCO3)nc3ccc(Br)cc3c2=O)cc1 (configuration not stated),-2.4%,-4.7%,2.8%
CCC(C(=O)NC1CCCC1)n1c(-c2cc3ccccc3[nH]2)nc2ccccc21 (configuration not stated),.,?,?
Cc1ccc(NC(=O)COc2ccc3c(c2)OCO3)c(C)c1,-0.1%,-4.9%,?
O=C(/C=C/c1ccccc1[N+](=O)[O-])N1CCOCC1,0.4%,3.6%,-4.8%
O=C(O)Cc1ccc(NC(=O)c2ccc(NC(=O)C3CC3)cc2)cc1,-0.9%,-39.1%,-6.3%
Cc1ccc(S(=O)(=O)CC(O)COc2ccc(F)cc2Cl)c(C)c1 (configuration not stated),-1.4%,-9.3%,-14.4%
COC(=O)c1ccc(OCCOc2ccccc2)cc1,-8.0%,-1.2%,-11.0%
Cc1cccnc1C(NC(=O)C1CCN(CCCc2ccccc2)CC1)c1ccc(F)cc1 (configuration not stated),.,?,23.1µM*
COc1ccc(N2CCN(C3CCCN(Cc4cccc(C(C)=O)c4)C3)CC2)cc1 (configuration not stated),-4.9%,-21.5%,-1.7%
COc1ccc(C(C)=O)cc1COC(=O)c1ccc(S(=O)(=O)N(C)C)cc1,-6.1%,-6.5%,2.0%
CCOC(=O)c1cc(-c2ccccc2C)n(CC2CC(c3ccc(OC)cc3)=NO2)n1 (configuration not stated),-15.3%,?,?
COc1ccc(-c2cc3c(c4c2ccn4C)C2CCC3C2)cc1 (configuration not stated),.,?,?
CCOC(=O)c1c(NS(=O)(=O)c2ccc(Br)cc2)sc2c1CCC2,.,?,?
CCc1ccccc1NC(=S)NCc1cccn1C,-6.6%,-11.1%,-28.1%
CCOC(=O)c1[nH]c2ccccc2c1NC(=O)c1ccc(S(=O)(=O)N2CCCC2)cc1,0.0%,?,?
COCCn1c(C)cc(C(=O)CSc2n[nH]c(N)n2)c1C,-17.8%,-26.2%,0.4%
Cc1ccc(-n2ncc(C(=O)NCCN3CCc4ccccc4C3)c2C2CCN(C(=O)OC(C)(C)C)CC2)c(C)c1,-5.0%,?,?
CCOc1ccc(NC(=O)COC(=O)C2CCC(=O)N2)c([N+](=O)[O-])c1 (configuration not stated),-1.2%,?,?
Cn1c(=O)c2c(n(Cc3ccccc3)c1=O)NC(=O)C2CC(=O)NCc1cccc(Cl)c1 (configuration not stated),2.3%,-1.1%,1.1%
CCOc1ccc2nc(SCc3ccc(F)cc3)sc2c1,-3.0%,?,?
COc1cccc(C(=O)Nc2ccc(S(=O)(=O)N3CCN(C)CC3)cc2)c1,-0.9%,11.0%,-12.7%
CC(C)CN1CCC(CN(C)Cc2nc(-c3cnccn3)no2)CC1,-8.5%,-4.4%,-13.2%
COc1cc(OC)cc(C2=Cc3ccccc3C(CC(C)=O)N2c2ccc(-c3cncnc3)cc2)c1 (configuration not stated),.,18.4µM*,16.4µM*
N#Cc1ccc(CN2CCCC3(CCN(C(=O)c4cc(C(F)(F)F)cc(C(F)(F)F)c4)CC3)C2)cc1,-24.0%,?,?
O=C(Nc1ccccc1Cl)NC1(C(=O)N2CCCCC2)CCCCC1,-4.6%,-5.4%,-26.0%
CC(C)[C@H](NC(=O)N1CCn2c1nc1ccccc12)C(=O)NCC1CCCO1 (some centres not stated),-2.8%,2.4%,-0.3%
COc1cccc(C(O)c2nc(-c3cccc(NC(C)=O)c3)cs2)c1 (configuration not stated),.,?,-23.1%
O=C(CSc1nc2ccccc2c(=O)n1-c1ccc(F)cc1)Nc1ccc(N2CCOCC2)cc1,-0.3%,?,-26.3%
CCN(C[C@H]1N[C@@](Cc2ccccc2)(C(=O)OC)[C@H]2C(=O)N(C)C(=O)[C@@H]12)C(=O)Nc1ccc(C)cc1,0.7%,?,-11.8%
CSc1nc2c(c(=O)[nH]1)C(c1cccc(F)c1F)CC(=O)N2 (configuration not stated),-4.9%,-12.1%,-23.1%
CC(=O)Nc1ccc(S(=O)(=O)NCCC(=O)Nc2cc(C)ccn2)cc1,-5.1%,-16.4%,-22.2%
CCN(CC)CCCC1(CN)OCCc2ccccc21 (configuration not stated),-8.0%,-0.3%,-1.1%
COc1ccc2c(CC(=O)OCC(=O)Nc3ccc(C)cc3)coc2c1,-10.2%,-16.4%,-1.9%
O=C(O)/C=C/C(=O)Nc1ccc(Cl)cc1C(=O)c1ccccc1,-3.8%,?,?
Cc1nnc(SCC(=O)Nc2cccc(Br)c2)s1,-4.2%,10.7%,8.4%
CCCCNC(=O)NNC(=O)c1cc(C)on1,2.2%,6.5%,18.2%
O=[N+]([O-])c1ccccc1OCCCn1cnc2ccccc21,-1.2%,?,?
O=c1c(-c2ccccc2)nc2ccccc2n1C(c1ccccn1)c1nc2ccccc2[nH]1 (configuration not stated),.,?,9.2µM*
Clc1ncc2[nH]cnc2n1,-1.4%,9.8%,0.2%
Cc1cc2ncn(-c3ncnc4sc5c(c34)CCCC5)c2cc1C,-11.0%,?,?
CC(C(=O)Nc1ncn[nH]1)N1C(=O)c2ccccc2C1=O (configuration not stated),1.0%,-4.5%,-0.5%
O=C(CCc1ccccc1)NNC(=O)Cc1ccc(Cl)cc1,-5.3%,-5.8%,3.8%
COc1ccc(C(=O)NCCn2cc(SCC(=O)Nc3ccc(F)cc3)c3ccccc32)cc1,-6.7%,?,?

# Profiles, looked up by structure. Screens in order: GCN5L2 inh | TDP1 cell CPT | TDP1 cell noCPT
# O=c1c(-c2ccccc2)nc2ccccc2n1C(c1ccccn1)c1nc2ccccc2[nH]1 (configuration not stated) in the list: . | ? | 9.2µM*
# COc1ccc2c(CC(=O)OCC(=O)Nc3ccc(C)cc3)coc2c1 in the list: -10.2% | -16.4% | -1.9%

# (more compounds)
SMILES,GCN5L2 inh,TDP1 cell CPT,TDP1 cell noCPT
Cc1ccc(C(=O)COc2ccccc2N2C(=O)c3ccccc3C2=O)cc1,-5.1%,6.0%,1.9%
Cn1c(CCNC(=O)c2ccco2)nc2cc(NC(=O)c3ccccc3Cl)ccc21,-1.9%,-15.8%,-12.8%
C=CCOc1cccc(/C=N/NC(=O)C(=O)NCc2ccco2)c1,-4.7%,8.9%,-0.6%
COc1cc(C2/C(=C(\O)c3ccc4c(c3)CC(C)O4)C(=O)C(=O)N2Cc2ccco2)ccc1O (configuration not stated),-0.7%,8.2%,2.1%
COc1ccc(CCNC(=O)CN2C(=O)NC(c3ccccc3)(c3ccccc3)C2=O)cc1,-4.6%,?,?

# Screens (PubChem)
